# Bioassay records deposited in PubChem by National Center for Advancing Translational Sciences (NCATS).
# FBPA Giardia inh – inhibitors of Giardia lamblia fructose-1,6-bisphosphate aldolase; Potency, µM (doses to about 59.6 µM), for inactives: at the highest dose activity, negative = inhibition, hits mostly inhibitors; 290,000 tested, 0.71% active; purified Giardia FBPA; A8B2U2; AID 2451; also: potency is read from the fitted curve at half-maximal effect; nearly all actives have a fitted effect of over 55% in size
# Target sequence (A8B2U2 whole entry, looked up): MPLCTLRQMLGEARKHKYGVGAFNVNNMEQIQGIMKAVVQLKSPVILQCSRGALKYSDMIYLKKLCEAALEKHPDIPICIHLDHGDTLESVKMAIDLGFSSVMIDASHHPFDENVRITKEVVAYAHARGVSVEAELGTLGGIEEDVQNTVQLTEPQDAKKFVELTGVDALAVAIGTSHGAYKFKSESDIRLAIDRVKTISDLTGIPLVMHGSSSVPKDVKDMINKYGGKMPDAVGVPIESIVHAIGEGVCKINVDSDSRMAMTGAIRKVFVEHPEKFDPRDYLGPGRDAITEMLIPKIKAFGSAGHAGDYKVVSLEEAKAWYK
#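 Giardia FBPA (40 nM reagent) was preincubated 10 min at RT with compound (up to 57.5 uM final), then substrate plus GAPDH/TPI/NAD/arsenate coupling system with diaphorase/resazurin was added; resorufin fluorescence (525/598 nm) was read after 20 min.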
# HCMV inh – blocks human cytomegalovirus replication | HFF cells, HCMV-luciferase reporter, 72 h; hits give low values | activity change, negative = inhibition, % at 57.5 µM | 410,000 tested, 4.5% active; in the data active = activity change below about -60%; inconclusive = no clear call, values can overlap the other calls; inactive = above about -39%
#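 Two-dose cell screen: HFF monolayers treated with compounds and infected with luciferase-expressing HCMV at 1 PFU/cell, 72 h at 37C, then lysed for luciferase measurement.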
# AmpC detergent – inhibitors of E. coli AmpC beta-lactamase with detergent; AmpC hydrolysis of nitrocefin, absorbance 480 nm, 0.01% Triton; Potency, µM (top dose mostly 114 µM), without a hit: top-dose activity change, negative = inhibition, hits mostly inhibitors; 370,000 tested, 0.041% active; AID 485294;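 also: potency is read from the fitted curve at half-maximal effect; 0% = no-compound wells and -100% = no-enzyme wells; nearly all actives have a fitted effect of over 25% in size; some results filed as inactive show a strong effect at the top dose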
# Target sequence (P00811 whole entry, looked up): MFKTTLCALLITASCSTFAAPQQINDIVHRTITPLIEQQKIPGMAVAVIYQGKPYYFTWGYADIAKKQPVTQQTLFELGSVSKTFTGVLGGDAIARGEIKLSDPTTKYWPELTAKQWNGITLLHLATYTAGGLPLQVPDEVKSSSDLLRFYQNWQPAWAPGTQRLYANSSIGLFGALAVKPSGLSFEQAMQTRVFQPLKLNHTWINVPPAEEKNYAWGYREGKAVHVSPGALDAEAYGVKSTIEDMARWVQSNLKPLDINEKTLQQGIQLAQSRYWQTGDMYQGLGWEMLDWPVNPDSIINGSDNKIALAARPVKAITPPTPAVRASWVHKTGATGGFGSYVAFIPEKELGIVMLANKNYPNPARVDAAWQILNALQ
#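 20 mM phosphate pH 7.0 + 0.01% (detergent screen) or 0.0001% Triton X-100; 5.3 nM AmpC reagent; cpd preinc 15 min RT; nitrocefin (800 uM stock) to start; A480 q20 s × 4 min; Activity was normalised to no-enzyme and no-compound control wells.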
# AmpC no deterg – inhibitors of E. coli AmpC beta-lactamase without detergent | AmpC nitrocefin hydrolysis, absorbance 480 nm, 0.0001% Triton | Potency, µM (series often up to 57.1 µM), for the others: at the highest dose activity change, negative = inhibition, actives largely listed as inhibitors | 330,000 tested, 0.52% active | AID 485341;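 also: potency is read from the fitted curve at half-maximal effect; plate controls were no compound for no effect and no enzyme for full effect; nearly all actives have a fitted effect of over 20% in size; some results filed as inactive show a strong effect at the top dose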
#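 AmpC (5.3 nM in the dispensed reagent) in 20 mM phosphate pH 7.0 with 0.01% (detergent screen) or 0.0001% Triton X-100 was preincubated with compounds for 15 min at room temperature. Nitrocefin was then added from an 800 uM solution, and hydrolysis was followed at 480 nm.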
# Sm TGR block – S. mansoni TGR enzyme inhibition | Q962Y6 | purified TGR, DTNB reduction, TNB absorbance 405 nm | Potency, µM (titrated, usually from 114 µM), for the others: top-dose activity change, negative = inhibition, hits mostly inhibitors | 360,000 tested, 3% active; also: potency is read from the fitted curve at half-maximal effect; nearly all actives have a fitted effect of over 60% in size
#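 First, TGR (20 nM dispensed) and NADPH were mixed with compound. Second, a 15 min room-temperature incubation followed. Third, further NADPH and then DTNB were added to start the reaction. Finally, TNB absorbance was monitored kinetically.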
# AMA1 RON2 block – inhibitors of Plasmodium falciparum AMA1-RON2 interaction. Potency, µM (titrated, usually from 58.2 µM), for inactives: at the highest dose activity change, negative = inhibition, most hits filed as inhibitors. AlphaScreen AMA1-biotinylated RON2 peptide binding. 360,000 tested, 0.2% active;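 also: potency is read from the fitted curve at half-maximal effect; 0% = vehicle wells and -100% = peptide control; nearly all actives have a fitted effect of over 45% in size; some results filed as inactive show a strong effect at the top dose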
#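 AMA1 (3D7) with his tag at 25 nM final met compounds first, then biotinylated RON2 peptide at 25 nM; detection used donor plus acceptor beads, 10 µg/mL apiece, read by AlphaScreen after 30 min at room temperature.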
# Numbers without * were called inactive; u = inconclusive; x = no result given; & = joins results of further samples; ! = repeats disagree; [ ] = remark or other dose. Unless noted, calls follow the shape of the dose curve; as a rule, active = well fitted curve in the direction sought with a large enough effect; inconclusive = small, poorly fitted or top-dose-only effect, or another doubt; inactive = no such curve, though single readings can be large; an effect the other way counts as inactive or inconclusive. Unless noted, % is scaled to controls: 0 for no effect and ±100 for the full control effect.
Molecule	AMA1 RON2 block	FBPA Giardia inh	HCMV inh	Sm TGR block	AmpC no deterg	AmpC detergent
O=C(NCCc1ccc2c(c1)OCCO2)c1ccc([N+](=O)[O-])cc1Cl	-8%	3%	-17	-4%	-8%	3%
Cc1cccc(Cn2cc(SCC(=O)Nc3nccs3)c3ccccc32)c1	9%	-1%	67	-9%	-18%	u
CN1CCN(C(=S)Nc2ccccc2Cl)CC1	10%	7%	32	-3%	-14%	u
COc1ccc([N+](=O)[O-])cc1N(CC(O)CN(CC(C)C)CC(C)C)S(=O)(=O)c1ccc(C)cc1 (stereo not drawn)	-24%	-12%	-28	21%	10%	-3%
COc1ccc(C(=O)NNC(=O)CSc2nnc(-c3ccc(O)cc3)n2C)cc1	29%	-1%	-20	13%	-19%	-6%
CCCCn1c(N)c(N(CCOC)C(=O)CSCc2ccccc2C)c(=O)[nH]c1=O	3%	x	-97*	-13%	6%	2%
O=C(Nc1cccc(NS(=O)(=O)c2ccc(S(=O)(=O)NC3CC3)cc2)c1)c1ccccn1	12%	-1%	-6	0%	-36%	0%
COc1ccc(S(=O)(=O)N(CC(=O)NC2CC2)c2ccc(C)cc2)cc1OC	-3%	0%	15	-9%	-13%	-13%
CCC(=O)Nc1cccc(C2=NOC3(C2)C[C@H](C(N)=O)N(C(=O)CC#N)C3)c1 (stereo partly drawn)	-6%	1%	-9	2%	1%	-2%
CCCCSc1nc2[nH]ncc2c(=O)[nH]1	2%	6%	-37	-1%	-19%	-4%
O=C(NC1CCOc2ccccc21)c1ccc(=O)[nH]c1 (stereo not drawn)	-13%	3%	-6	12%	-4%	u
O=C(CN(C(=O)c1csnn1)c1cccc2c1CCCC2)NC1CCCC1	-1%	0%	5	1%[57.1 µM]	16%	4%
O=C(Nc1ccc2ccccc2n1)c1ccccc1Cl	12%	-15%	52	0%	-24%	-4%
COCC(=O)N(Cc1cc2ccc(C)cc2[nH]c1=O)c1ccc(OC)cc1	4%	2%	39	4%	-31%	u
Cc1ccc(S(=O)(=O)N2CCC(=O)N(CCOCc3cccc(Cl)c3)CC2)cc1	9%	1%	-64*	-17%	167%[activator]	-13%
CC1CSc2nnc(CCc3ccccc3)n21 (stereo not drawn)	-2%	3%	-4	-30%	-12%	-10%
CSc1ccccc1NC(=O)C1CCCO1 (stereo not drawn)	1%	1%	9	1%	-7%	-1%
Cc1ccc(OC(=O)Cn2c(C(F)(F)F)nc3ccccc32)cc1	5%	-4%	-2	18%	-8%	-12%
O=C(COc1ccccc1)N1CCc2ccccc2C1	-19%	-5%	53	3%	-14%	-2%
Cc1ccccc1N(CC(=O)NC1CCCC1)C(=O)c1oc(C(C)(C)C)cc1C	-14%	x	x	5%	0%	14%
COc1ccc([C@H]2Oc3cc(O)cc(O)c3C(=O)C2[C@@H]2C(=O)c3c(O)cc(O)cc3O[C@@H]2c2ccc(OC)cc2)cc1 (stereo partly drawn)	-4%	7%	-33	13%	-57%	0%
CCOc1ccccc1NC(=O)c1sc2nc(C)nc(N3CCOCC3)c2c1C	21%	5%	-30	-10%	-10%	-4%
Cc1cc(C)cc(-n2c(SCC(=O)NCc3ccco3)nc3c([nH]c4ccccc43)c2=O)c1	x	x	14	-5%	x	-5%
CCCn1c(=N)c(S(=O)(=O)c2ccc(F)cc2)cc2c(=O)n3cccc(C)c3nc21	4%	x	17	-14%	-18%	u
CCN(CC)CCn1c(O)c(N=O)c2ccccc21	0%	-2%	37	18%	-13%	u
CC(C)Cn1c(N)c(C(=O)COC(=O)c2c(F)cccc2F)c(=O)n(C)c1=O	9%	0%	-30	4%	-20%[11.4 µM]	-12%
COc1ccc(NC(=O)Cn2c(=O)n(-c3cccc(C)c3)c(=O)c3c2c2cc(C)ccc2n3C)cc1Cl	x	x	8	-11%	x	-6%
CCOC(=O)c1ccc(NC(=O)c2cn(CCC#N)nc2-c2ccc3c(c2)OCCO3)cc1	0%[2.32 µM]	1%	-30	-7%	119%[activator]	-7%
CC(C)CN1C(=O)c2ccc(C(=O)Nc3nccs3)cc2C1=O	-5%	5%	-15	-11%	-3%	-8%
CCCCCCCCCCCCOC(=O)C[N+](C)(C)C	-14%	3%	-8	-3%	124%[activator]	0%
O=S(=O)(c1cccc(-c2cn3cccnc3n2)c1)N1CCCCCC1	-7%	1%	-10	0%	0%	-11%
CCN1C(=O)N(CN2CCOCC2)C2C1N(CN1CCOCC1)C(=O)N2CC (stereo not drawn)	-3%	-2%	-23	34%	-7%	8%
CCOC(=O)C1(CCc2ccccc2)CCN(C(=O)c2cc(C)nc(C)n2)CC1	-6%	4%	-15	7%	152%[activator]	5%
Cc1ccc(CNC(=O)CCCCn2c(=O)c3ccccc3n(Cc3ccc(C)cc3)c2=O)cc1	x	x	15	4%	x	-6%
COc1ccc([N+](=O)[O-])cc1NC1CCCCC1	17%	-2%	-15	-10%	-21%	-16%
COc1ccc(OC)c(-c2nc(C(N)=O)c3c(n2)n(-c2ccc4c(c2)OCO4)c(=O)n3C)c1	x	x	4	-1%	x	11%
COc1ccc(OC)c(NC(=O)C2CC(=O)n3ncnc3N2)c1 (stereo not drawn)	-6%	-9%	40	-3%	-5%	-1%
Nc1cc(Oc2cccnc2)cc([N+](=O)[O-])c1	-2%	0%	28	-16%	-17%	2%
CCCC(=O)Nc1nc2ccc(NC(=O)c3c(F)c(F)c(OC)c(F)c3F)cc2s1	0%	-4%	-3	-13%	-37%	-8%
CCOC(=O)c1ccc(Nc2nc3ccccc3nc2NS(=O)(=O)c2ccc(Cl)cc2)cc1	x	x	-2	7%	x	9%
O=C(OCN1C(=O)c2ccccc2C1=O)c1cccs1	-10%	1%	9	19%	-19%	-3%
O=C(c1ccc(N2CCN(S(=O)(=O)c3ccccc3)CC2)c([N+](=O)[O-])c1)N1CCOCC1	-7%	2%	7	-17%	97%[activator]	-1%
COc1cc(NC(=O)Cn2cnc3sc(C)c(S(=O)(=O)N4CCC(C)CC4)c3c2=O)cc(OC)c1OC	x	x	2	-1%	x	2%
COc1ccc(-c2nc3ccccc3s2)cc1NC(=O)COc1ccc(C)cc1	x	x	54	2%	x	-2%
C/C(=N\NC(=O)c1ccc(N/N=C(\C)c2ccncc2)cc1)c1ccncc1	-9%	-7%	-39	-3%	-28%	0%

# Exported as labelled records: entries from further up
> CCOC(=O)c1ccc(Nc2nc3ccccc3nc2NS(=O)(=O)c2ccc(Cl)cc2)cc1
  AMA1 RON2 block: x; FBPA Giardia inh: x; HCMV inh: -2; Sm TGR block: 7%; AmpC no deterg: x; AmpC detergent: 9%
> O=C(OCN1C(=O)c2ccccc2C1=O)c1cccs1
  AMA1 RON2 block: -10%; FBPA Giardia inh: 1%; HCMV inh: 9; Sm TGR block: 19%; AmpC no deterg: -19%; AmpC detergent: -3%

# Following part
Molecule	AMA1 RON2 block	FBPA Giardia inh	HCMV inh	Sm TGR block	AmpC no deterg	AmpC detergent
COc1cccc(/C=N/Nc2nc3ccccc3n3cnnc23)c1	12%[11.6 µM]	-21%	-28	-7%	-36%	u
O=C(CCCc1c[nH]c2ccccc12)Nc1ccc(S(=O)(=O)Nc2ncccn2)cc1	-3%	13%	19	-3%	-30%	8%
COCCCn1c(-c2ccc(S(=O)(=O)N3CCOCC3)cc2)csc1=Nc1ccccc1	-14%	1%	-88*!	1%&6%	23%	16%&6%
COc1ccc(Cl)cc1S(=O)(=O)N1CCN(C(=O)c2cc(OC)c(OC)c(OC)c2)CC1	-13%	-14%	-5	7%	160%[activator]	-12%
O=C(CN1CCN(c2ccc(F)cc2)CC1)Nc1ccccc1[N+](=O)[O-]	u	-2%	5	8%	-2%	4%
O=C1NC(c2ccncc2)Nc2ccccc21 (stereo not drawn)	-1%	8%	19	-27%	-12%	-17%
NC(=S)NNC(=O)c1ccccc1Cl	108%[activator]	-21%	9	6%	-15%	0%
C=CCn1c(C(CCC(C)C)CC(C)(C)O)n[nH]c1=S (stereo not drawn)	-2%	u	66	1%	23%	4%
CC1(CC(=O)O)C(=O)N=C2C=CC=CN21 (stereo not drawn)	-3%	2%	17	-17%	-24%	0%
Cc1ccc(S(=O)(=O)N2CCN(C(=O)Cc3c(F)cccc3Cl)CC2)cc1	-2%	x	-36	0%	-16%	-12%
Cc1nnc2sc(-c3csc4c3CCCC4)nn12	4%	1%	69	1%	-7%	2%
CCOC(=O)N1CCN(c2c(NCCN3CCN(Cc4ccccc4)CC3)c(=O)c2=O)CC1	1%	3%	14	0%	-10%	u
CCc1ccc2nc(SCC(=O)N3CC(=O)Nc4ccccc43)c(C#N)cc2c1	-6%	2%	40	-15%	-51%	-3%
Cc1cc(OC(=O)c2ccccc2Cl)ccc1N1C(=O)CCC1=O	0%	-3%	-3	-2%	18%	-5%
O=C(NCCc1cccc(Cl)c1)c1cccs1	-16%	-11%	37	3%	-17%	-2%
COc1ccc2cc3c(N)nn(C(=O)Cc4ccc(Cl)cc4)c3nc2c1	20%	-2%	-67*	0%	-30%	-7%
COc1ccccc1N1CCN(CC(=O)NC(=O)NCc2ccco2)CC1	-12%	0%	3	3%	-11%	-6%
Cc1c(C(=O)Nc2cc(F)ccc2F)sc2nc(-c3ccc(F)cc3)cn12	x	x	u	-10%	x	2%
COc1ccc(N2CCN(CC(O)COc3ccc(F)cc3)CC2)cc1 (stereo not drawn)	-9%	-24%	u	5%	23%	-1%
Cc1cc(-c2nnc(SCC(=O)Nc3nc(-c4ccc(Cl)cc4)cs3)o2)no1	132%[activator]	-1%	-28	-18%	-47%	-9%
Cc1ccc(S(=O)(=O)N2CCN(Cc3cc4c(cc3Br)OCCO4)CC2)cc1	-10%	x	-13	-25%	-23%	3%
Cc1nn(CCC(=O)NCc2cccc(Br)c2)c(=O)c2nn(-c3ccccc3)c(C)c12	x	x	-8	-8%	x	u
CCOC(=O)c1ccc2c(c1)nc(SCc1cn3ccsc3n1)n2CC	-10%	-6%	-15	-7%	22%	u
COc1cc(CCCN2C(=S)NC[C@@H]2c2ccccc2)cc(OC)c1OC	10%	3%	-99*	-9%	30%	-2%
O=C(CCCCCCN1C(=O)c2ccccc2C1=O)Nc1nccs1	-1%	2%	21	-2%	-25%	-14%
CCN1CCN(C2=C(NS(=O)(=O)c3ccc(Br)cc3)C(=O)c3ccccc3C2=O)CC1	-4%	x	-112*	45µM*	6%	1%
COc1cccc(CNCCSc2nnnn2C)c1OCc1ccccc1F	x	x	-3	-5%	x	-3%

# A few values from above:
# O=C(CCCCCCN1C(=O)c2ccccc2C1=O)Nc1nccs1 | AMA1 RON2 block = -1%
# COc1cc(CCCN2C(=S)NC[C@@H]2c2ccccc2)cc(OC)c1OC | AmpC no deterg = 30%
# COc1ccc2cc3c(N)nn(C(=O)Cc4ccc(Cl)cc4)c3nc2c1 | Sm TGR block = 0%

# Not a hit list; overall some 7.8% were active at least once.
